LGR2 inh: inhibitors of bursicon-induced Drosophila LGR2 receptor cAMP signaling; AID 720647; inhibition, % at 9.99 µM; actives 0.35% (n = 380,000); HEK293 LGR2, CRE-luciferase, bursicon-stimulated, 4 h;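 active means drop in luminescence signal, shown as inhibition above about 50% in the replicate tests, limit read from the data, passing the limit was not always enough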;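 further: agonist challenge used bursicon conditioned medium at about half maximal strength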
Statin myotox sup: suppressors of simvastatin-induced myotoxicity in C2C12 myotubes; ATP luminescence, 48 h; scaled: DMSO 0, geranylgeraniol control 100; rescue of ATP level, % at 7.49 µM; actives 0.78% (n = 330,000); AID 602340;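 active means mean ATP rescue above about 67%, or every replicate alone reaching that limit, limit read from the data, passing the limit was not always enough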;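 further: myotubes were challenged with 10 µM simvastatin during compound exposure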
SIRT5 block: blocks human SIRT5 desuccinylation of peptide. inhibition, % at 15 µM. actives 1.1% (n = 330,000). Q9NXA8. Purified SirT5, succinyl-peptide AMC, trypsin-coupled fluorescence; in the data active means inhibition above about 15%
Cneo AK release: causes C. neoformans cell lysis. adenylate kinase release luminescence, 4 h; normalised: neutral wells 0, clomiphene wells 100. lysis activity, % at 15 µM. actives 0.2% (n = 360,000). AID 651654;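 active means mean lysis activity across replicates of at least 80%, whatever share of replicates individually reach that level; inactive means mean lysis activity below 80%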
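Material: C. neoformans cells | Amount: Yeast cell density of 5 × 10^6 cells/mL | Medium: Fresh YPD growth medium | Dosing: Single dose | Times: Static 4 h at 37 °C with compound, 1 h detection | Detection: AK luminescence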
S100A4 inh HTS: blocks human S100A4 binding to myosin IIA peptide | P26447 | S100A4/TAMRA-MyoIIA peptide fluorescence polarization | inhibition, % at 10.7 µM | actives 0.14% (n = 360,000);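 active means mean inhibition of at least 70% across replicates, with every replicate also reaching that level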
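Test system – S100A4 monomer (human) · Compound – single-point compound testing · Schedule – 5 min incubation before reading · Probe or stimulus – TAMRA-labelled myosin IIA heavy-chain peptide probe, 5 nM · Benchmarks – neutral control DMSO, positive control TFP · Medium – Calcium-containing HEPES buffer, pH 7.2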
PGC1a acetyl inh: lowers PGC1a acetylation signal in U2OS cells | AlphaScreen anti-acetyl-lysine; with virally co-expressed GCN5 acetyltransferase | inhibition, % at 15.6 µM | actives 0.17% (n = 350,000);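 active means every replicate shows inhibition of at least 40%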;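 further: 0% = neutral control wells and 100% = positive control wells; some results beyond the cut were filed as inactive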
ERAP1 HTS inh: inhibitors of human ERAP1 aminopeptidase; Q9NZ08; recombinant ERAP1, Leu-AMC fluorescence, 60 min; inhibition, % at 10.7 µM; actives 0.15% (n = 340,000); AID 652197;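 active means mean replicate inhibition of at least 30%, or all replicates individually reaching that 30% level; inactive means mean below 30% and not every replicate reaching it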;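 further: 0% = neutral control wells and 100% = L-leucinethiol positive control wells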
Target sequence (Q9NZ08 whole entry, looked up): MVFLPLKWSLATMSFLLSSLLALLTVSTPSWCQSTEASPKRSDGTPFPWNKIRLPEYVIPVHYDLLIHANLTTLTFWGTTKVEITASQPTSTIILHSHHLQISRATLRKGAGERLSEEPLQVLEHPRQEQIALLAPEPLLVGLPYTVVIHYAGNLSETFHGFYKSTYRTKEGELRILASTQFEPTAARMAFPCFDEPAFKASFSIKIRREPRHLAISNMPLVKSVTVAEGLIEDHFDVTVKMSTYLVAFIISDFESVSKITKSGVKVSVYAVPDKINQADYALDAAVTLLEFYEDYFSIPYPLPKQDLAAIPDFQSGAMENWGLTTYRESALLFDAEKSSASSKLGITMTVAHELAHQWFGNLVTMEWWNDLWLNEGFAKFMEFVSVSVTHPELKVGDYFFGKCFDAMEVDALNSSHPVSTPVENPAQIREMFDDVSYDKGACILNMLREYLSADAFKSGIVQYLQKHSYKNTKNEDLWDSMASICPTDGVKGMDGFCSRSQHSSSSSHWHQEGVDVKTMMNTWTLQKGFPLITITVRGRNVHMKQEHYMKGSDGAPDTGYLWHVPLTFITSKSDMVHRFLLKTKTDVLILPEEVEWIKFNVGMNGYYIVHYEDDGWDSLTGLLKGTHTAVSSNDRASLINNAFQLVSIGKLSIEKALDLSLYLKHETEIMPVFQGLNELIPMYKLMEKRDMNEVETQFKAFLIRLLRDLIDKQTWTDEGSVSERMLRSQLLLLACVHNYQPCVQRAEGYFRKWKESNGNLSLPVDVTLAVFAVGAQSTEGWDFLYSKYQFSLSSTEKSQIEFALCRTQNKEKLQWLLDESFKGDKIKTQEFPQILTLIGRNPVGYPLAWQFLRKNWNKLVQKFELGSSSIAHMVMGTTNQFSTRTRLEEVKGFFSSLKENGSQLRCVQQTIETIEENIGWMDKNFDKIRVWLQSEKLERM
Xi reactivation: X-chromosome reactivation activator; XiGFP mouse fibroblasts, % GFP-positive cells imaging, 3 d; cells co-treated with 5-aza-dC sensitizer; scaled so ellipticine positive control = 100%; activation, % at 7.58 µM; actives 0.055% (n = 360,000);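 active means mean normalized replicate activation at least 10% and every replicate at or above 10%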;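 further: 0% = median of on-plate neutral control wells and 100% = ellipticine 6 µM median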
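assay system = SV40-immortalized XiGFP fibroblast cells, line 68-5-11 | buffer or medium = DMEM plus 5-aza-dC sensitizer | doses = single-point pinned compound dosing | times = 3-day compound exposure, then 15 min fixation at room temperature | benchmarks = positive control ellipticine, 6 µM final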
* marks the source's active call; other numbers are inactive results; . = not tested or not shown; & = joins results of further samples. These rows are one share of the data; count on the stated rates, not on these rows.

Start of the data: the first three compounds as a preview:
SMILES	LGR2 inh	Statin myotox sup	SIRT5 block	Cneo AK release	S100A4 inh HTS	PGC1a acetyl inh	ERAP1 HTS inh	Xi reactivation
Cc1ccc(C)c(OCCC(=O)N2CCN(S(=O)(=O)c3cc(F)ccc3F)CC2)c1	9.0	-6.3	-0.2	1.6	2.7	1.6	1.0	0.3
CCCCNC(=O)C1c2ccccc2OCC(=O)N1CC(F)(F)F (stereo not drawn)	-3.2	.	.	.	5.7	.	-2.7	-0.1
Cc1ccc(S(=O)(=O)N(C)C[C@@H]2Oc3ccc(NC(=O)Nc4ccc5c(c4)OCO5)cc3C(=O)N([C@@H](C)CO)C[C@@H]2C)cc1	7.2	-53.6	1.8	-2.8	-25.7	-3.1	1.0	0.4

The listing, from the start:
SMILES	LGR2 inh	Statin myotox sup	SIRT5 block	Cneo AK release	S100A4 inh HTS	PGC1a acetyl inh	ERAP1 HTS inh	Xi reactivation
Cc1ccc(C)c(OCCC(=O)N2CCN(S(=O)(=O)c3cc(F)ccc3F)CC2)c1	9.0	-6.3	-0.2	1.6	2.7	1.6	1.0	0.3
CCCCNC(=O)C1c2ccccc2OCC(=O)N1CC(F)(F)F (stereo not drawn)	-3.2	.	.	.	5.7	.	-2.7	-0.1
Cc1ccc(S(=O)(=O)N(C)C[C@@H]2Oc3ccc(NC(=O)Nc4ccc5c(c4)OCO5)cc3C(=O)N([C@@H](C)CO)C[C@@H]2C)cc1	7.2	-53.6	1.8	-2.8	-25.7	-3.1	1.0	0.4
N#CCSc1nc(-c2ccccc2)nc2ccc(F)cc12	-6.5	2.6	-0.7	-0.4	-6.2	.	-1.5	0.3
O=C(N[C@H]1CC[C@@H](CCNS(=O)(=O)c2ccc(F)cc2)O[C@H]1CO)c1cccnc1	-2.7	-3.0	-0.3	78.1	-13.1	6.0	2.3	0.8
CCOc1ccc(NC(C)=O)cc1[N+](=O)[O-]	6.4	.	-5.8	.	-4.6	.	-1.8	0.0
O=C(COC(=O)C1CCN(c2ccc(C(F)(F)F)cn2)CC1)Nc1ccc(Cl)cn1	10.2	0.6	-1.1	1.1	-2.8	9.1	1.1	0.0
O=C([C@@H]1[C@@H](CO)[C@@H]2Cn3c(cccc3=O)[C@@H]2N1Cc1cocn1)N1CCC(Cc2ccccc2)CC1	3.0	17.6	2.6	0.4	5.0	.	6.6	0.1
COc1cccc(NC(=O)C[C@H]2CC[C@H]3[C@@H](COc4ccc(NC(=O)c5ccccc5F)cc4C(=O)N3C)O2)c1	-3.9	.	0.6	.	4.6	9.3	1.5	0.2
COCCSc1nnc(NS(=O)(=O)c2ccccc2)s1	11.5	-2.6	3.5	1.8	-2.6	-0.3	4.2	0.0
Cc1nnc(SCC(=O)NC2CCCCCC2)n1C(C)C	0.3	-10.3	-0.7	0.4	12.3	.	0.6	0.3
Cc1nc2sccn2c(=O)c1S(=O)(=O)Nc1ccc(N2CCOCC2)cc1	0.3	-7.5	-1.2	-1.1	3.6	5.7	8.3	0.0
COc1cccc(/C=N/N2CCN(Cc3ccccc3)CC2)c1O	-18.0	8.9	-1.1	1.7	-3.5	.	4.3	0.1
C[C@H](NC(=O)[C@H]1N[C@H]2c3ccc(-c4cccnc4)c(=O)n3C[C@H]2[C@@H]1CO)c1ccccc1	-12.0	7.0	-22.5	-1.3	39.9	.	1.5	0.3
COc1ccc(N2CCN(C(=O)NC(=O)c3ccc(Cl)cc3)CC2)cc1	-3.5	-9.4	-1.0	22.5	-8.6	-9.1	-1.6	-0.2
O=C(CN1c2cccc3cccc(c23)S1(=O)=O)Nc1ccccc1Br	-0.9	4.8	2.5	1.0	-2.8	1.6	-1.4	0.0
O=C(C[C@@H]1CC[C@@H]2[C@H](COC[C@@H](O)CN2Cc2cc(F)ccc2F)O1)N1CCc2ccccc2C1	-20.4	27.4	-0.8	-0.1	5.3	-5.7	2.4	0.0
O=C1CCCC(=O)N1c1ccc(O)cc1	-13.7	.	-5.5	.	-5.6	.	2.0	0.0
CC(C)C[C@H](N)c1nnc(SCC(=O)Nc2ccc(Br)cc2)o1	1.1	18.2	1.7	0.8	-5.3	7.3	-0.4	0.1
O=C(NC1CCCCC1)c1cc([N+](=O)[O-])ccc1N1CCCC1	-8.0	.	-14.6	2.8	-1.8	2.9	-0.6	0.0
COc1ccccc1NC(=O)N1CCCCN2[C@H](CO)[C@@H](c3ccc(C#Cc4ccccc4)cc3)[C@H]2C1	8.7	.	-2.5	-0.7	8.7	-7.7	-0.2	0.0
COc1ccc(-c2nnc(SCC(=O)N/N=C/c3ccccc3C(=O)O)n2-c2ccc(Cl)cc2)cc1	9.2	15.3	-21.0	.	-1.1	1.1	-1.3	0.0
CN1C(=O)C(C)(C)c2cc(S(=O)(=O)N3CCC(C(=O)Nc4ccc(Cl)cc4)CC3)ccc21	25.4	7.9	-1.7	-1.9	-1.2	1.0	0.1	0.0
CCCN1[C@@H]2c3ccc(-c4cccnc4)c(=O)n3C[C@@H]2[C@@H](CO)[C@@H]1C(=O)OC	0.0	.	-0.7	.	22.9	3.2	.	0.4
C[C@H](CO)N1C[C@H](C)[C@@H](CN(C)CC2CCCC2)Oc2ncc(-c3ccc(C#N)cc3)cc2C1=O	0.5	-13.2	-21.4	-1.8	-25.6	-5.8	1.2	-0.1
SMILES	LGR2 inh	Statin myotox sup	SIRT5 block	Cneo AK release	S100A4 inh HTS	PGC1a acetyl inh	ERAP1 HTS inh	Xi reactivation
Cc1ccc(-c2ccc3c(c2)O[C@@H](CN(C)CC2CC2)[C@@H](C)CN([C@@H](C)CO)S3(=O)=O)cc1	-6.7	-1.8	-0.9	-2.4	20.1	1.4	6.7	-0.8
CN(C)C(=O)c1ccc(-c2ccccc2[C@@H]2[C@H](C#N)N(C(=O)C3CCCC3)[C@H]2CO)cc1	3.0	.	1.5	.	-27.8	.	-1.0	0.1
Cn1cccc1/C=N/NC(=O)Cn1cnc2ccccc21	14.3	-8.8	.	1.9	.	10.2	.	.
CC(C(O)c1ccc(O)cc1)N1CCC(Cc2ccccc2)CC1 (stereo not drawn)	-18.9&5.5&2.7	-5.7&-0.1&2.4	1.2&3.6&-3.1	-3.6&0.1&-0.2	1.0&1.5&-3.7	-3.5&16.5&-3.5	-1.4&1.2&-0.8	-0.2&-0.2&0.2
CC1(C)C(=O)Nc2ccccc2N1C(=O)CSc1nnc2ccccn12	-16.0	.	3.9	1.2	-2.3	7.8	-2.2	0.0
COc1ccc([C@H]2CC(=O)C=C(c3cc4ccccc4s3)C2)cc1OC	-28.1	-23.1	1.7	-2.5	-1.6	-15.3	-2.4	0.0
CC(=O)N1CCCc2cc(S(=O)(=O)CCC(=O)N3CCN(c4ccccc4)CC3)ccc21	5.0	-0.6	-3.9	0.6	-5.0	-12.2	-2.9	0.2
O=C(CS(=O)(=O)c1ccccc1)Nc1nccs1	12.4	-1.0	0.5	-0.4	-10.3	1.0	0.0	0.0
CC1=C(C(=O)N(C)C)CC(CC(=O)NCCCN(C)C)C(=O)N1Cc1ccc(F)cc1 (stereo not drawn)	9.5	0.6	4.7	0.3	-3.3	3.9	-4.6	.
CN(Cc1ccccc1)C(=O)CCCn1c(=O)c2cccn2c2cccnc21	-4.6	-4.0	0.2	-1.3	0.3	1.3	-6.7	0.2
S=c1nc(NCCc2ccccc2Cl)c2ccccc2[nH]1	-64.8	-14.2	-2.3	-1.3	1.9	-4.8	4.4	0.1
COc1cc(-c2ccccc2)nc(N)n1	-50.3	.	8.4	.	3.6	6.7	-2.1	.
COc1ccc(S(=O)(=O)Nc2ccc3c(c2)C(=O)N([C@H](C)CO)C[C@H](C)[C@@H](CN(C)Cc2ccc(C(=O)O)cc2)OCCCC[C@H](C)O3)cc1	-1.7	.	-1.0	0.4	-6.5	-2.0	-1.7	-1.0
CCOC(=O)c1cc(=O)c2ccc(OCc3ccccc3)cc2o1	-7.5	2.8	-4.5	-0.4	3.8	4.0	-1.1	0.0
CCC(=O)N1c2ccc(S(=O)(=O)N3CCCC3)cc2CC1C (stereo not drawn)	-6.4	-3.4	-2.6	4.4	2.8	11.4	-0.2	0.0
N#C[C@H]1[C@H](c2ccc(C#CCC3CCCC3)cc2)[C@@H](CO)N1C(=O)CN1CCOCC1	12.5	56.5	5.0	1.2	-7.4	-12.9	-1.1	0.0
CCN(C(=O)COC(=O)c1cc(=O)c2ccccc2o1)c1c(N)n(Cc2ccccc2)c(=O)[nH]c1=O	-19.5	3.3	1.6	0.9	-2.2	.	2.0	0.2
O=C(Nc1cccc(Cl)c1)N1C[C@@H]2[C@H](c3ccccc31)[C@@H](CO)N2Cc1cccnc1	14.2	20.5	1.4	-2.1	-4.2	-3.8	-2.8	0.0
COc1ccc(CN(C)C[C@@H]2Oc3ccc(NC(=O)Nc4ccc(F)cc4)cc3C(=O)N([C@@H](C)CO)C[C@@H]2C)cc1	-12.5	-11.7	0.0	-2.4	-5.7	-3.2	-5.5	-1.1
O=C(CN1CCOCC1)N[C@@H]1CC[C@@H](CCNC(=O)Nc2cc(F)ccc2F)O[C@H]1CO	-0.1	-0.3	0.3	-2.7	1.9	-18.0	0.2	0.5

Single records, as listed above. Values in the order: LGR2 inh | Statin myotox sup | SIRT5 block | Cneo AK release | S100A4 inh HTS | PGC1a acetyl inh | ERAP1 HTS inh | Xi reactivation
Shown for CC1(C)C(=O)Nc2ccccc2N1C(=O)CSc1nnc2ccccn12 = -16.0 | . | 3.9 | 1.2 | -2.3 | 7.8 | -2.2 | 0.0
Shown for O=C(CN1CCOCC1)N[C@@H]1CC[C@@H](CCNC(=O)Nc2cc(F)ccc2F)O[C@H]1CO = -0.1 | -0.3 | 0.3 | -2.7 | 1.9 | -18.0 | 0.2 | 0.5
Shown for COc1ccc(S(=O)(=O)Nc2ccc3c(c2)C(=O)N([C@H](C)CO)C[C@H](C)[C@@H](CN(C)Cc2ccc(C(=O)O)cc2)OCCCC[C@H](C)O3)cc1 = -1.7 | . | -1.0 | 0.4 | -6.5 | -2.0 | -1.7 | -1.0

Compound activity deposited in PubChem BioAssay by Broad Institute.
